Source: PubChem
Growth percent in the NCI-60 one-dose screen (48 h, 10 µM unless noted): 100 = growth as untreated, 0 = no growth, -100 = all killed.
BT-549 – BT-549 breast cancer; 4.4% of 78,000 active
MDA-MB-231 – MDA-MB-231 breast cancer. 5% of 81,000 active
SR – SR leukemia cells; 8.7% of 73,000 active
MCF7 – MCF7 breast cancer | 6.3% of 82,000 active
MDA-MB-468 – MDA-MB-468 breast cancer; 8.5% of 78,000 active
K-562 – K-562 leukemia; 7.4% of 78,000 active; AID 1794777
MOLT-4 – MOLT-4 leukemia cells; 6.9% of 80,000 active; AID 1794779
MDA-MB-435 – MDA-MB-435 melanoma | 7.8% of 82,000 active
* hit, by the source's call; . = not tested or not shown; & = joins results of further samples. Rule for the calls: active = growth percent below 10; inactive = the rest.

SMILES | BT-549 | MDA-MB-231 | SR | MCF7 | MDA-MB-468 | K-562 | MOLT-4 | MDA-MB-435
CC(C)(C)c1ccc(C(=O)Nc2sc3c(c2C(N)=O)CCC(O)C3)cc1 (centres undefined) | 59 | 66 | 26 | 5.2* | 32 | 6.7* | 56 | 32
O=C(CN1N=C(c2ccc(F)cc2)CCC1=O)Nc1nc2ccccc2s1 | -71* | -85* | -52* | 87 | 98 | 30 | 33 | 100
Cc1ccc(-c2nc(N3CCN(CC(=O)Nc4ccc(Cl)c(C(F)(F)F)c4)CC3)c3ccccc3n2)cc1 | 94 | 91 | 87 | 75 | 94 | 69 | 63 | 95
CNC(=O)C1(c2ccccc2)CCCCC1 | 97 | 142 | 98 | 97 | 92 | 83 | 96 | 104
COc1ccc(/C=C2\Oc3cc(OCCN4CCCC4)ccc3C2=O)cc1 | 96 | 95 | 81 | 93 | 98 | 82 | 94 | 98
COc1ccc(NC(C)=O)c([N+](=O)[O-])c1[N+](=O)[O-] | 104 | 98 | 86 | 91 | 109 | 100 | 94 | 117
CC(=O)Nc1ccc(-c2nc(-c3cccc(OCCN4CCOCC4)c3)c(-c3ccnc(Br)c3)[nH]2)cc1 | 96 | 80 | 83 | 47 | 78 | 70 | 78 | .
CCC1=C(c2cc(Cl)c3ccccc3c2OCC(=O)O)OC(CC)(C(=O)c2cc(Cl)c3ccccc3c2OCC(=O)O)CC1 (centres undefined) | 88 | 97 | . | 96 | 117 | 100 | 96 | 115
COc1cc2c(cc1OC)C(=O)/C(=C/c1cc(-c3ccc4c(c3)OCO4)n[nH]1)C2 | -48* | 25 | -44* | 0.3* | -26* | -42* | . | 17
CN1CN(C2CCCCC2)CSC1=S | 76 | 104 | 47 | 29 | 113 | 55 | 56 | 96
O=C1OCC2=C1C(c1cccc(F)c1)c1cc3c(cc1N2CCO)OCO3 (centres undefined) | 33 | 50 | 17 | 20 | 8.3* | 9.8* | 26 | -0.1*
CC1CN=C2C=CC=CN2C1=O (centres undefined) | 105 | 101 | 93 | 98 | 104 | 97 | 98 | 119
CCN1CCCC(N2c3ccccc3Sc3ccccc32)C1 (centres undefined) | 116 | 76 | 96 | 105 | 116 | 92 | 96 | 109
Cc1ccc(N/N=C/c2ccc([N+](=O)[O-])cc2)cc1C | 113 | 93 | 75 | 70 | 99 | 37 | 58 | 89
COc1ccc(NC(=O)C(=O)c2c[nH]c3ccccc23)cc1 | 87 | 70 | . | 47 | 32 | 51 | 85 | 39
Cn1cc(-c2nnc(N)nc2-c2c[nH]c3ccc(Br)cc23)c2cccnc21 | 65 | 67 | 32 | 35 | 70 | 49 | 54 | 87
c1ccc(CCNc2c3ccccc3nc3ccccc23)cc1 | 74 | 43 | 21 | 12 | -11* | 25 | 25 | 55
Cc1cc(=O)[nH]c2cc(-c3ccccc3)nn12 | 89 | 99 | . | 86 | 141 | 86 | 114 | 110
Nc1ccc(N2CCN(c3ccc4nc(-c5ccc6nc(-c7ccc(O)cc7)[nH]c6c5)[nH]c4c3)CC2)cc1 | 91 | 112 | . | 93 | 86 | 115 | 110 | 101
CCSc1nc(Nc2ccc(S(=O)(=O)Nc3ccon3)cc2)c(C#N)c(-c2cccc(Br)c2)n1 | 90 | 97 | 94 | 79 | 85 | 78 | 73 | 102

Seven structures from above, sorted by count of non-hydrogen atoms, smallest number first:
SMILES | BT-549 | MDA-MB-231 | SR | MCF7 | MDA-MB-468 | K-562 | MOLT-4 | MDA-MB-435
COc1ccc(NC(C)=O)c([N+](=O)[O-])c1[N+](=O)[O-] | 104 | 98 | 86 | 91 | 109 | 100 | 94 | 117
c1ccc(CCNc2c3ccccc3nc3ccccc23)cc1 | 74 | 43 | 21 | 12 | -11* | 25 | 25 | 55
CC(C)(C)c1ccc(C(=O)Nc2sc3c(c2C(N)=O)CCC(O)C3)cc1 (centres undefined) | 59 | 66 | 26 | 5.2* | 32 | 6.7* | 56 | 32
COc1ccc(/C=C2\Oc3cc(OCCN4CCCC4)ccc3C2=O)cc1 | 96 | 95 | 81 | 93 | 98 | 82 | 94 | 98
COc1cc2c(cc1OC)C(=O)/C(=C/c1cc(-c3ccc4c(c3)OCO4)n[nH]1)C2 | -48* | 25 | -44* | 0.3* | -26* | -42* | . | 17
CCSc1nc(Nc2ccc(S(=O)(=O)Nc3ccon3)cc2)c(C#N)c(-c2cccc(Br)c2)n1 | 90 | 97 | 94 | 79 | 85 | 78 | 73 | 102
Nc1ccc(N2CCN(c3ccc4nc(-c5ccc6nc(-c7ccc(O)cc7)[nH]c6c5)[nH]c4c3)CC2)cc1 | 91 | 112 | . | 93 | 86 | 115 | 110 | 101

(further entries)
SMILES | BT-549 | MDA-MB-231 | SR | MCF7 | MDA-MB-468 | K-562 | MOLT-4 | MDA-MB-435
Cc1ccccc1NC(=O)c1ccccc1 | 110 | 102 | 86 | 101 | 98 | 104 | 89 | 110
O=C(NCCc1ccc(O)c(O)c1)c1ccsc1Nc1ccnc(C(F)(F)F)c1 | 101 | 84 | . | 96 | 87 | 85 | 57 | 93
CCOC(=O)C(C(=O)OCC)N1C(=O)c2ccccc2C1=O | 124 | 98 | 128 | 100 | 96 | 120 | 86 | 109
COc1ccc(C2=CC(c3ccc(Oc4ccnc5cc(Cl)ccc45)c(OC)c3)c3c(nc(OC)[nH]c3=O)N2)cc1 (centres undefined) | 40 | 75 | 13 | 36 | 61 | 28 | 7.8* | 71
CCCC1SCC(C)(C)NC1=O (centres undefined) | 104 | 114 | 111 | 103 | 111 | 99 | 89 | 109
COc1cc2c(cc1OCCCCC(=O)Nc1ccc(-c3nc4ccccc4s3)cc1)N=C[C@@H]1CCCN1C2=O | -76* | 15 | -55* | 1.1* | . | -18* | -32* | -71*
CN(C)c1ccc(Cc2ccc(N(C)C)cc2Cl)c(Cl)c1 | 136 | 109 | 89 | 111 | 89 | 90 | 46 | 109
O=C1OC(c2ccccc2)=NC1c1ccccc1 (centres undefined) | 103 | 107 | 97 | 104 | 104 | 101 | 100 | 121
COc1ccc(-c2cc(Nc3ccnc(N4CCOCC4)n3)on2)cc1 | 57 | 58 | 31 | 24 | 25 | 13 | 21 | -30*
C/C(CCc1ccc(O)cc1)=N\O | 100 | 124 | 104 | 101 | 102 | 104 | 106 | 98
Nc1ccccc1Nc1ccccc1 | 58&71 | 72&82 | 72&68 | 92&94 | 118&120 | 86&68 | 88&53 | 91
Cc1[nH]c(/C=C/C(=O)c2ccc(C(F)(F)F)c(F)c2)c(C)c1C(=O)N1CCN(C)CC1 | 87&82 | 87&95 | 79&89 | 92&94 | 83&99 | 66&85 | 80&94 | 99&101
Cc1ccc(C(=O)OC(C)C)cc1 | 114 | 112 | . | 96 | 109 | 105 | 102 | 107
C/C(=N\Nc1c2ccccc2nc2ccccc12)c1ccc(O)cc1 | 81 | 87 | 72 | 93 | 69 | 69 | 55 | 80
Clc1ccc([C@@H]2C[C@@H]3Cc4cc(Br)c5ccccc5c4N2O3)c(Cl)c1 | 98 | 89 | 21 | 34 | 59 | 24 | 78 | 4.6*
CCCCn1c(=O)c2c(nc3n2CCCN3CCc2ccc(OCC(=O)NCCN(CC)CC)cc2)n(CCCC)c1=O | 67 | 14 | -22* | 37 | 44 | -6.6* | . | 64
O=C(Sc1ccc(Cl)cc1)c1ccco1 | 87 | 91 | 101 | 100 | 119 | 101 | 59 | 98
N#CCC(=O)c1ccccc1C(=O)O | . | 98 | 103 | 98 | 108 | 104 | 111 | 107
COc1ccc2c(c1)oc1c(C)c3c(c(C)c12)C(=O)N(CCN1CCOCC1)C3=O | 98 | 86 | 86 | 109 | 106 | . | 83 | 105
CCn1c(SCC(=O)Nc2ccc(/C(C)=N/O)cc2)nnc1-c1ccccc1 | 89 | 85 | 103 | 100 | 116 | 103 | 94 | 98

In the list so far, 5 contain fluorine.
SMILES | BT-549 | MDA-MB-231 | SR | MCF7 | MDA-MB-468 | K-562 | MOLT-4 | MDA-MB-435
O=C(CN1N=C(c2ccc(F)cc2)CCC1=O)Nc1nc2ccccc2s1 | -71* | -85* | -52* | 87 | 98 | 30 | 33 | 100
Cc1ccc(-c2nc(N3CCN(CC(=O)Nc4ccc(Cl)c(C(F)(F)F)c4)CC3)c3ccccc3n2)cc1 | 94 | 91 | 87 | 75 | 94 | 69 | 63 | 95
O=C1OCC2=C1C(c1cccc(F)c1)c1cc3c(cc1N2CCO)OCO3 (centres undefined) | 33 | 50 | 17 | 20 | 8.3* | 9.8* | 26 | -0.1*
O=C(NCCc1ccc(O)c(O)c1)c1ccsc1Nc1ccnc(C(F)(F)F)c1 | 101 | 84 | . | 96 | 87 | 85 | 57 | 93
Cc1[nH]c(/C=C/C(=O)c2ccc(C(F)(F)F)c(F)c2)c(C)c1C(=O)N1CCN(C)CC1 | 87&82 | 87&95 | 79&89 | 92&94 | 83&99 | 66&85 | 80&94 | 99&101

The list goes on:
SMILES | BT-549 | MDA-MB-231 | SR | MCF7 | MDA-MB-468 | K-562 | MOLT-4 | MDA-MB-435
Cc1cc(C)n(CO)n1 | 93 | 98 | 79 | 105 | 87 | 67 | 92 | 96
C=C(C)[C@@H]1CC[C@]2(C(=O)O)CC[C@]3(C)[C@H](CC[C@@H]4[C@@]5(C)CC[C@H](NC(=O)C(Cl)Cl)C(C)(C)[C@@H]5CC[C@]43C)[C@@H]12 | 86 | 85 | 98 | 63 | 60 | 68 | 68 | 89
COc1ccc(NC(=O)c2sc3c(=O)[nH]c(C(F)(F)F)nc3c2C)cc1 | 103 | 112 | 106 | 84 | 131 | 102 | 90 | 103
O=C1N(c2ccccc2)C(=S)N[C@]12[C@H](c1ccccc1)C1CCCN1[C@]21C(=O)NC2C=CC(Cl)=C[C@H]21 (some centres undefined) | 90 | 88 | 96 | 99 | 100 | 82 | 79 | 112
CCN(CC)c1ccc(/C=N/NC(=O)c2ccccc2Nc2ccnc(C(F)(F)F)c2)c(O)c1 | 39 | 57 | 65 | 20 | 25 | 63 | 60 | 29
CCCCCCCCCc1ccc(OC(=O)C(C)C)cc1 | 105 | 95 | 113 | 105 | 100 | 95 | 115 | 104
COc1ccc(-c2c(-c3cc(OC)c(OC)c(OC)c3)nc3sc(C4CC4)nn23)cc1 | 85 | 58 | 51 | 70 | 65 | 67 | . | 59
COC(=O)C1=CC=C[C@H]2[C@@]3(CC[C@@H](C)[C@@]2(CCc2ccoc2)C(=O)O3)C1 | 94 | 102 | 91 | 90 | 106 | 82 | 85 | 98
CCN(CC)CCCCNc1ccnc2cc(Br)ccc12 | 91 | 70 | 82 | 108 | 88 | 83 | 96 | 107
CSC1=NC(=Nc2c(C)cccc2C)C2(CCC(C(C)(C)C)CC2)N1c1ccc(Cl)cc1 (centres undefined) | 81 | 62 | 26 | 43 | 38 | 18 | 23 | 37
Nc1ccc(S(=O)(=O)N/N=C/C=C/c2ccccc2[N+](=O)[O-])cc1 | 103 | 96 | . | 92 | 107 | 104 | 103 | 101
O=C1c2ccccc2C2N1CCC1CCc3ccccc3N12 (centres undefined) | 88 | 93 | 114 | 96 | 95 | 89 | 101 | 110
Cn1c(=O)c2[nH]c(SCC(=O)Nc3ccc(C(=O)/C=C/c4ccc(Cl)cc4)cc3)nc2n(C)c1=O | 71 | 89 | 74 | 36 | 78 | 82 | 85 | 79
COc1ccc(OC)c(-c2[nH]c(=S)nc3c2c(N)nn3-c2ccccc2)c1 | 103 | 94 | 85 | 88 | 109 | 88 | 93 | 105
CC(C)C1CCCCC1O (centres undefined) | 105 | 99 | 130 | 107 | 107 | 164 | 148 | 100
Cc1cc(Cl)cc2sc(=S)[nH]c12 | 108 | 94 | 92 | 98 | 116 | 108 | 108 | 108
O=C1Nc2ccccc2/C1=N/c1nnc(Sc2ccccc2)s1 | 118 | 88 | 82 | 89 | 85 | 54 | 94 | 89
CN(C)N=Nc1ccc2c(cnn2C(=O)Nc2ccc(Cc3ccccc3)cc2)c1 | 81 | 106 | . | 61 | 70 | 31 | . | 56
Cc1csc[n+]1CC(=O)c1ccc2ccccc2c1 | 96 | 112 | 110 | 97 | 101 | 108 | 98 | 102
Cc1ccc(Nc2ccc(Nc3ccc(C)cc3)c3c2C(=O)c2cccc(O)c2C3=O)cc1 | 113 | 89 | . | 88 | 83 | 94 | 104 | 104

A stretch from the list above:
SMILES | BT-549 | MDA-MB-231 | SR | MCF7 | MDA-MB-468 | K-562 | MOLT-4 | MDA-MB-435
O=C1OC(c2ccccc2)=NC1c1ccccc1 (centres undefined) | 103 | 107 | 97 | 104 | 104 | 101 | 100 | 121
COc1ccc(-c2cc(Nc3ccnc(N4CCOCC4)n3)on2)cc1 | 57 | 58 | 31 | 24 | 25 | 13 | 21 | -30*

(listing goes on)
SMILES | BT-549 | MDA-MB-231 | SR | MCF7 | MDA-MB-468 | K-562 | MOLT-4 | MDA-MB-435
S=C(Nc1cccc2ccccc12)NN1CCCCCC1 | 122 | 89 | 124 | 111 | 110 | 101 | 131 | 110
COC(=O)/C=C1/SC(=Nc2ccc(C)cc2)N(CCc2c[nH]c3ccc(O)cc23)C1=O | 9.4* | 59 | -27* | 19 | 48 | 12 | -8.2* | 15
O=C(Nc1cccc(Cl)c1)c1ccc2c(c1)nc(-c1ccccc1)n2C1CCCCC1 | 99 | 83 | 31 | 84 | 111 | 61 | 66 | 86
CC(C)(C)c1ccc(C2=NN(c3ccc(S(N)(=O)=O)cc3)C(=O)CC2)cc1 | 62 | 71 | 48 | 44 | 32 | 38 | 54 | 57
N#Cc1ccc(C(=O)CSc2nccc(Nc3ccc(C(=O)O)cc3)n2)cc1 | 103 | 107 | 106 | 91 | 101 | 106 | 104 | 104
